# RGS7-Gao reg – human RGS7-Galphao interaction regulation. hit rate 0.35% among 220,000. P09471. Multiplexed bead flow cytometry, RGS7-Galphao binding; actives lie on both sides. binding response (% of control), % at 10 µM; in the data active means binding response below about 49% or above about 150%; inconclusive means no clear call, values can overlap the other calls; inactive means in between;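 further: fluorescent Galphao held in activated GDP-AlF4 state binding bead-coupled RGS7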
# GSH bead fluor – compound fluoresces at 488/530 nm on GSH beads. GSH beads flow cytometry, compound fluorescence 488/530 nm; active compounds read high. fluorescence (KMESF) at 10 µM. hit rate 0.25% among 190,000. AID 1776; in the data active means fluorescence above about 89;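 further: glutathione beads carrying GST-tagged Bcl family fusion proteins plus one bare bead set; values are compound well signal with DMSO vehicle wells as background; inactives centre near 16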
# RGS4-Gao reg – modulates binding of RGS4 to human Galphao; P09471; AID 1415; hit rate 0.33% among 220,000; Multiplexed bead flow cytometry; actives lie on both sides; binding response (% of control), % at 10 µM; in the data active means binding response below about 49% or above about 150%; inactive means in between;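 further: fluorescent Galphao activated with aluminum fluoride binding bead-coupled RGS4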
# Bcl-XL Bim block – human Bim-Bcl-XL interaction inhibition. Bim peptide-Bcl-XL binding, bead flow cytometry, fluorescence. Q07817. inhibition, % at 10 µM. hit rate 0.04% among 190,000
# Target sequence (Q07817 whole entry, looked up): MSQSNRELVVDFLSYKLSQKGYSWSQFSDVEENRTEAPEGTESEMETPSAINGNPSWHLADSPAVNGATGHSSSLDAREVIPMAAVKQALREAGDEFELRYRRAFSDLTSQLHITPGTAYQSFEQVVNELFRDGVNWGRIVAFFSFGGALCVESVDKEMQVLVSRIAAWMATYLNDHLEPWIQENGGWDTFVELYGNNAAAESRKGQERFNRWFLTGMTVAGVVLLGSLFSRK
# Mcl1-Bid inh – disrupts binding of human Mcl-1 to Bid peptide | Q07820 | TR-FRET Mcl-1/Bid-Dy647 peptide binding, 1536-well | hit rate 0.97% among 220,000 | inhibition, % at 21.7 µM;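 active means compounds that cut the binding signal by more than half at the single screening dose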;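 further: His-tagged Mcl-1 with europium anti-His antibody binding Bid BH3 peptide; 0% = Mcl-1 plus peptide wells and 100% = peptide-only wells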
# Target sequence (Q07820 whole entry, looked up): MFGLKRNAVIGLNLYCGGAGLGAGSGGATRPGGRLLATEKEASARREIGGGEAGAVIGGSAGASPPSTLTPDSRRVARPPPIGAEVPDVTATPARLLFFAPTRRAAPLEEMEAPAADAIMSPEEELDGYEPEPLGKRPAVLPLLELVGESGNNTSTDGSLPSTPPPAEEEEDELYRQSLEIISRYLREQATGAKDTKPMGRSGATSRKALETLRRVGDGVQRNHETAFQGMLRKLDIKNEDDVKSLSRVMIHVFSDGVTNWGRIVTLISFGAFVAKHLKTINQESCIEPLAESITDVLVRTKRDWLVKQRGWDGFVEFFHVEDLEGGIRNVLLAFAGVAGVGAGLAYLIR
# Mcl-1 Bim block – inhibitors of Bim-Mcl-1 interaction, human; Q07820; Bead-based flow cytometry, Bim peptide-Mcl-1 binding; inhibition, % at 10 µM; hit rate 0.1% among 190,000; AID 1009;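 further: 0% = no compound tracer wells and 100% = peptide blocker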
# Bcl-B Bim block – disrupts Bim peptide binding to human Bcl-B | Q9HD36 | bead-based flow cytometry | inhibition, % at 10 µM | hit rate 0.073% among 190,000 | AID 951;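 further: 0% = tracer peptide without compound and 100% = reference inhibitor peptide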
# RGS8-Gao reg – regulators of human RGS8-Galphao interaction; P09471; multiplexed bead flow cytometry, RGS8-Galphao binding; actives lie on both sides; response (percent of control binding), % at 10 µM; hit rate 0.34% among 220,000; AID 1423; in the data active means response below about 60% or above about 140%; inactive means in between;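 further: Galphao activated as the GDP aluminium fluoride complex binding bead-coupled RGS8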
# Bim-Bcl-W – inhibitors of Bim-Bcl-W interaction, human; AID 952; hit rate 0.02% among 190,000; inhibition, % at 10 µM; Q92843; bead-based flow cytometry, Bim peptide-Bcl-W binding;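 further: 0% = bound tracer without compound and 100% = peptide blocker; higher means less fluorescent Bim peptide bound to Bcl-W beads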
# Target sequence (Q92843 whole entry, looked up): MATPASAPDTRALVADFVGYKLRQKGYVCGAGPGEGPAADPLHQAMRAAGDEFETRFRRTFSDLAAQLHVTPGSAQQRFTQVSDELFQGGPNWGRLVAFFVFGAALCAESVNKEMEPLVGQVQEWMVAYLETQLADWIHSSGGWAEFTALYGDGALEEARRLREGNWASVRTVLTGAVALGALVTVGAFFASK
# Bim-Bcl-2 – inhibitors of Bim-Bcl-2 interaction, human; AID 950; P10415; inhibition, % at 10 µM; Bead-based flow cytometry, Bim peptide-Bcl-2 binding; hit rate 0.06% among 190,000; in the data active means inhibition above about 40%; inconclusive means no clear call, values can overlap the other calls;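 further: 0% = no compound wells with probe peptide and 100% = reference peptide inhibitor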
# Target sequence (P10415 whole entry, looked up): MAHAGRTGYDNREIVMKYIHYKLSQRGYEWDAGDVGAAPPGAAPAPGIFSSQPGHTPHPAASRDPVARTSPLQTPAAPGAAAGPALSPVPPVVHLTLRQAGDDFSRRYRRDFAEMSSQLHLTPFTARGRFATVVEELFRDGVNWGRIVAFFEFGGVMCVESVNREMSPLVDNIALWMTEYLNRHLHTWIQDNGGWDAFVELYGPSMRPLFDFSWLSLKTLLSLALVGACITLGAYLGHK
# Bim-Bfl-1 – human Bim-Bfl-1 interaction inhibition. Q16548. Bead-based flow cytometry, Bim-Bfl-1 binding inhibition. hit rate 0.12% among 190,000. inhibition, % at 10 µM. AID 1008;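 further: 0% = wells without compound plus tracer and 100% = blocker peptide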
# An asterisk follows results filed as active; ? = inconclusive; nt = no result given. Unless noted, no stated cut-off is given here; in the data, active means inhibition above about 40%.
RGS7-Gao reg	GSH bead fluor	RGS4-Gao reg	Bcl-XL Bim block	Mcl1-Bid inh	Mcl-1 Bim block	Bcl-B Bim block	RGS8-Gao reg	Bim-Bcl-W	Bim-Bcl-2	Bim-Bfl-1	SMILES
98	21	99	-10	6	-4	-13	101	-4	-10	-18	COc1ccc(/C=N/Nc2nnc(-c3ccccc3)c(=O)[nH]2)cc1
101	72	103	0	-13	0	0	101	0	-3	-2	CCOC(=O)c1c(C)n2c3c(cc(C)cc13)CCC2
115	24	101	-3	15	0	-7	102	0	-7	-14	O=C(CSc1nnc(-c2c[nH]c3ccccc23)o1)N1CCCCC1
102	39	103	0	40	0	-9	103	0	-7	-9	Fc1ccc(F)c(CN2CCN(c3ncccn3)CC2)c1
102	15	102	-5	-50	2	-6	101	1	-6	-12	CC1SC(=NC(=O)c2ccco2)NC1=O (stereo not drawn)
105	13	102	-4	-25	-1	-3	97	-2	-3	-3	COc1ccc(/C(N)=N/OC(=O)c2ccc(C)c([N+](=O)[O-])c2)cc1
93	10	97	1	-1	0	15	102	-1	11	7	Cc1cccc(C)c1NC(=O)CSc1nnc(-c2ccccc2)n1Cc1ccc2c(c1)OCO2
91	12	96	0	2	1	-2	101	1	-1	0	COc1cc(C=O)ccc1Oc1cnccn1
82	15	71	0	-8	-2	-5	91	-2	0	-5	COc1ccc(-n2c(=O)c3ccccc3n(Cc3cccc(C)c3)c2=O)cc1OC
nt	19	nt	-7	7	-1	-3	nt	-3	-17	-5	CCOC(=O)C1CCN(C(=O)c2ccc3snnc3c2)CC1
?	15	97	1	-9	0	-1	98	1	0	-2	COc1ccc(NC(=O)c2ccccc2-c2ccccc2)c(C)c1
103	63	103	-4	6	0	0	101	0	0	0	Cc1ccc(Sc2sc(=O)n(C)c2S(=O)(=O)c2ccc(C)cc2)cc1
103	24	103	-7	-4	-1	-5	102	-3	-8	-16	Clc1cccc(-c2ccnc3nc(-n4cccc4)nn23)c1
97	12	98	-3	-41	-2	-4	100	-4	-2	-1	c1ccc(Nc2ccc3c4c(cccc24)CC3)cc1
102	32	103	nt	-11	nt	nt	102	nt	?	nt	COc1ccccc1N1CCN(CC(=O)Nc2ccc(Cl)c(C(F)(F)F)c2)CC1
101	14	101	-9	-14	-4	-9	102	-4	-8	-13	COc1cccc(C(=O)NCc2nnc(SCC(=O)Nc3nccs3)n2-c2ccccc2)c1
102	25	102	0	-76	4	0	105	6	7	0	O=C(Cc1csc(-c2ccccc2)n1)NCc1cccs1
100	11	100	0	0	2	-2	101	2	-7	-9	Cc1nnc(SCc2cc(=O)[nH]c(N3CCN(Cc4ccccc4)CC3)n2)s1
100	18	98	0	0	1	0	104	2	0	-4	COc1cccc(NC(=O)Nc2ccc(C)c(Cl)c2)c1
?	13	100	-3	-13	0	-1	101	0	1	-3	COc1ccc(C(=O)CNc2ccccc2C#N)cc1
104	20	107	-4	1	0	-3	108	0	-7	-7	CN(C)c1oc(-c2ccccc2Cl)nc1S(=O)(=O)c1ccccc1
91	22	95	0	-12	-1	-4	100	-1	0	0	O=C(Nc1c(C(=O)Nc2cccc(F)c2)oc2ccccc12)c1ccc2c(c1)OCO2
94	16	94	-5	-12	-6	-4	98	-1	-5	-7	OCCC1CN(Cc2cccs2)CCN1Cc1ccccc1 (stereo not drawn)
101	17	102	-2	-2	0	0	102	0	-5	-1	COc1ccc(NC(=O)Cc2nnc(SCC(=O)Nc3cc(C)ccc3OC)n2C)cc1
105	10	98	-4	-39	-3	-5	100	-1	0	1	CCC(C)[C@H](NC(=O)OC(C)(C)C)c1nnc(SCc2c(C)[nH]c(=O)[nH]c2=O)o1 (stereo partly drawn)
100	11	97	-3	-10	-5	-5	86	-3	2	1	Cc1cc(C)nc(SCC(=O)Nc2ncccn2)n1
95	9	98	0	-33	3	-1	99	-3	-1	-2	Cc1cccc(N(C(=O)Nc2ccc(Cl)cc2)C2=NCC(C)S2)n1 (stereo not drawn)
101	9	102	1	-1	2	-6	102	4	-4	-4	CCn1c(SCC(=O)Nc2ccc(C(C)=O)cc2)nc2nc3c(cc2c1=O)CCCC3
100	6	97	-5	-26	0	1	103	-1	-1	-1	O=P(c1cccs1)(c1cccs1)c1cccs1
93	25	95	-11	-17	-7	-9	97	-9	-9	-23	CCOC(=O)Nc1ccc(S(=O)(=O)Nc2nccc(C)n2)cc1

# The listing continues:
RGS7-Gao reg	GSH bead fluor	RGS4-Gao reg	Bcl-XL Bim block	Mcl1-Bid inh	Mcl-1 Bim block	Bcl-B Bim block	RGS8-Gao reg	Bim-Bcl-W	Bim-Bcl-2	Bim-Bfl-1	SMILES
100	9	102	-4	-14	-4	-9	101	-4	-3	-3	CCc1ccc(Oc2cc(Cl)nc(N)n2)cc1
101	57	102	-3	-27	0	-7	102	-2	-5	-8	NS(=O)(=O)c1ccc(N/N=C/c2ccccc2Br)cc1
98	10	101	-1	-15	0	-3	105	0	-1	-6	CN(C)C(=O)Nc1ccccc1CC[N+](=O)[O-]
91	51	95	-11	-6	2	3	98	3	-2	-9	CCOC(=O)c1cc2sc(C)cc2n1CC(=O)Nc1ccc2c(c1)OCCO2
100	11	99	-2	-23	3	0	94	0	0	9	O=C(CCn1c2c(c3ccccc31)CCCC2)NNC(=O)c1ccccc1Cl
90	7	90	-5	-52	-4	-7	94	-4	-1	-1	COc1ccccc1-n1c(COc2ccccc2-c2ccccc2)nnc1SCC(=O)c1c(N)n(C)c(=O)n(C)c1=O
104	7	100	-2	-40	-1	-4	98	-1	3	2	CCOC(=O)/C(=N\Nc1ccc(C(C)=O)cc1)c1csc(Nc2ccccc2)n1
90	16	102	0	-16	-1	-3	102	0	-1	0	Cc1sc2nc(COC(=O)c3cccc(S(=O)(=O)N(C)c4ccccc4)c3)[nH]c(=O)c2c1C
89	37	89	-9	-16	-3	-9	94	-2	-5	-15	O=C(CNS(=O)(=O)c1ccc(Br)s1)N1CCN(c2ncccn2)CC1
102	22	101	-2	-8	-1	2	102	3	3	0	CCSc1nsc(SCC)c1C(N)=O
?	14	104	-2	3	-2	0	105	-2	0	4	COC(=O)c1ccccc1NC(=S)N1CCN(c2ccc(OC)cc2)CC1
106	21	104	0	0	-1	-1	105	-1	-3	0	COC(=O)c1ccccc1NC(=O)c1c(Br)cnn1C
101	13	102	-4	-32	-1	-6	104	-2	-9	-6	Cc1cc(/C=C(\C#N)C(=O)OCC(=O)NC(=O)NC(C)(C)C)c(C)n1CCC(C)C
101	14	99	-5	-18	2	-5	101	-4	-6	-5	COc1ccc(/C=C2\C(=O)OCc3cc(OC)c(OC)cc32)cc1OC
93	26	99	4	-9	0	-1	86	-3	0	0	COC(=O)COc1cccc2c(=O)n(CC(=O)N3CCCc4ccccc43)ccc12
103	18	98	-6	-19	-1	-3	111	1	0	-1	Cc1ccc(C)c(NC(=S)NC(C)C(c2cccs2)N2CCOCC2)c1 (stereo not drawn)
110	7	110	-4	-3	0	-1	101	-1	-3	-2	COc1ccc(OC(C)=O)c(C2c3cc(OC)c(OC)cc3CCN2C(C)=O)c1 (stereo not drawn)
97	19	99	1	2	-1	7	101	2	0	5	CCOC(=O)C1CCN(C(=O)CCc2c(C)nc3cc(-c4ccc(OC)cc4OC)nn3c2C)CC1
102	13	100	2	-6	0	2	103	-1	-2	0	O=C(CCN1C(=O)C2CC=CCC2C1=O)N1CCN(c2ccccn2)CC1 (stereo not drawn)
108	21	106	0	-15	-6	-3	124	-3	-1	-4	CC(NC(=O)NC1CCCCC1)C(c1cccs1)N1CCN(C)CC1 (stereo not drawn)
96	25	98	-1	-18	-2	-4	98	0	-2	-2	O=C(Nc1cccc(Cl)c1)ON=C1c2ccccc2-c2ccccc21
95	10	96	-4	-19	-3	-8	109	2	-6	-5	COc1cccc(C2C(C#N)=C(N)OC3=C2C(=O)CC(c2ccco2)C3)c1OCc1ccc(F)cc1 (stereo not drawn)
102	28	103	0	-32	-3	0	102	0	-3	0	COc1ccc(OC)c(NC(=O)CN2CCN(C(=O)c3ccco3)CC2)c1
95	37	101	-1	-22	-1	-7	103	0	-7	-9	COc1ccc(OC)c(NC(=O)N[C@@H](Cc2ccccc2)C(=O)O)c1
100	29	99	-5	-12	-5	-8	100	-2	-5	-16	COC(=O)C1=C(C)N(CCc2ccccc2)C(=O)C1
?	11	106	-2	-66	-3	-11	105	-2	1	-5	COc1cc(OC)cc(C(=O)NNC(=S)Nc2ccc(S(N)(=O)=O)cc2)c1
102	248*	95	-1	-30	-2	1	100	0	0	2	O=C(CCCc1nc(-c2ccccc2)no1)N1CCOCC1

# A second format for some results above:
Compound,RGS7-Gao reg,GSH bead fluor,RGS4-Gao reg,Bcl-XL Bim block,Mcl1-Bid inh,Mcl-1 Bim block,Bcl-B Bim block,RGS8-Gao reg,Bim-Bcl-W,Bim-Bcl-2,Bim-Bfl-1
CCc1ccc(Oc2cc(Cl)nc(N)n2)cc1,100,9,102,-4,-14,-4,-9,101,-4,-3,-3
NS(=O)(=O)c1ccc(N/N=C/c2ccccc2Br)cc1,101,57,102,-3,-27,0,-7,102,-2,-5,-8
CN(C)C(=O)Nc1ccccc1CC[N+](=O)[O-],98,10,101,-1,-15,0,-3,105,0,-1,-6
CCOC(=O)c1cc2sc(C)cc2n1CC(=O)Nc1ccc2c(c1)OCCO2,91,51,95,-11,-6,2,3,98,3,-2,-9
O=C(CCn1c2c(c3ccccc31)CCCC2)NNC(=O)c1ccccc1Cl,100,11,99,-2,-23,3,0,94,0,0,9
COc1ccccc1-n1c(COc2ccccc2-c2ccccc2)nnc1SCC(=O)c1c(N)n(C)c(=O)n(C)c1=O,90,7,90,-5,-52,-4,-7,94,-4,-1,-1
CCOC(=O)/C(=N\Nc1ccc(C(C)=O)cc1)c1csc(Nc2ccccc2)n1,104,7,100,-2,-40,-1,-4,98,-1,3,2
Cc1sc2nc(COC(=O)c3cccc(S(=O)(=O)N(C)c4ccccc4)c3)[nH]c(=O)c2c1C,90,16,102,0,-16,-1,-3,102,0,-1,0
O=C(CNS(=O)(=O)c1ccc(Br)s1)N1CCN(c2ncccn2)CC1,89,37,89,-9,-16,-3,-9,94,-2,-5,-15
CCSc1nsc(SCC)c1C(N)=O,102,22,101,-2,-8,-1,2,102,3,3,0
COC(=O)c1ccccc1NC(=S)N1CCN(c2ccc(OC)cc2)CC1,?,14,104,-2,3,-2,0,105,-2,0,4
COC(=O)c1ccccc1NC(=O)c1c(Br)cnn1C,106,21,104,0,0,-1,-1,105,-1,-3,0
Cc1cc(/C=C(\C#N)C(=O)OCC(=O)NC(=O)NC(C)(C)C)c(C)n1CCC(C)C,101,13,102,-4,-32,-1,-6,104,-2,-9,-6

# Source: PubChem
